# MEP2-GFP yeast = modulators of MEP2-GFP levels in yeast, primary screen, S. cerevisiae, multiplex flow cytometry, MLPCN library; GFP response vs DMSO, % at 10 µM; AID 2016, 2009; S. cerevisiae MEP2-GFP strain, 3 h; 100% = DMSO control level; actives 0.51% (n = 330,000);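 active = GFP response versus DMSO above a set limit, roughly screen mean plus 3 SD, cut at about 180% in these data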;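 note: median GFP fluorescence of the barcode-gated MEP2-GFP cells per well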
# LAP4-GFP MLPCN = modulators of LAP4-GFP expression in yeast, primary screen, S. cerevisiae, multiplex flow cytometry, MLPCN library; GFP response vs DMSO, % at 10 µM; 3 h; median GFP as percent of DMSO wells; AID 2023, 2009; actives 0.34% (n = 320,000);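 active = GFP response vs DMSO above a set limit, about the screen mean plus 3 SD, cut at about 150% in these data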
# RPL19A TOR yeast = RPL19A-GFP expression modulators in yeast, primary screen, cell-based, S. cerevisiae, multiplex flow cytometry, MLPCN; S. cerevisiae RPL19A-GFP strain, 3 h; hits give low values; percent response vs DMSO, % at 10 µM; actives 0.3% (n = 330,000); AID 2025, 2009;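 active = percent response vs DMSO below 50%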;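 note: median channel GFP fluorescence of the barcoded RPL19A-GFP strain; ratio of sample median GFP to plate DMSO average so 100% = DMSO; lower means less RPL19A-GFP as with rapamycin TOR inhibition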
# procasp3 activ = activators of human procaspase-3 D3A mutant, primary screen, biochemical, absorbance, PC-3 D3A mutant, single concentration. Caspase-3 (Homo sapiens), P42574. recombinant procaspase-3 D3A, Ac-DEVD-pNA absorbance 405 nm. activation, % at 8.5 µM. actives 0.11% (n = 330,000). AID 463141, 2010;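 active = activation above the mean of all tested compounds plus 3 SD, cut at about 21% in these data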;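 note: 0% = DMSO alone and 100% = DMSO wells spiked with extra 5 µM PC-3 D3A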
# Target sequence (P42574 whole entry D9A/D28A/D175A): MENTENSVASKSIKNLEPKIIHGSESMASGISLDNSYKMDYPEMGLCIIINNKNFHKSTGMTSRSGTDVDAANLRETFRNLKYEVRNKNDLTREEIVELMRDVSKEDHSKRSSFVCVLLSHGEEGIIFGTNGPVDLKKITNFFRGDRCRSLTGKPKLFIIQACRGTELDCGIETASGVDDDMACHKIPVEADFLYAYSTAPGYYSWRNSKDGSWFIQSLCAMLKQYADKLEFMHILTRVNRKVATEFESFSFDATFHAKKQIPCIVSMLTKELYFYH
#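 Assay system: Procaspase-3 D3A mutant, all three cleavage aspartates alanine. Buffer or medium: Zinc-free HEPES saline buffer with Triton X-100. Times: 1 h compound preincubation, 2 h substrate hydrolysis at 25 °C. Measured by: 405 nm absorbance of p-nitroaniline, reads at 0 and 120 min. Read-out basis: percent activation relative to control range. Replicates: singlicate.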
# Yeast superoxide = reduction of superoxide in aged yeast, primary screen, HTS | S. cerevisiae aged cells, superoxide DHE fluorescence; hits give low values | superoxide response (% of plate mean), % at 10 µM | actives 0.18% (n = 330,000) | AID 2690, 2010;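 active = superoxide response under a set limit, about three screen SD below normal, cut at about 65% in these data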;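 note: yeast aged for seven days with compound at 30 °C before DHE staining; 100% = average MFI of all compound-treated wells on the plate with controls excluded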
# proCasp7 act = procaspase-7 activators, primary screen, counter-screen for procaspase-3 activator project, biochemical, absorbance, HTS, human. activation, % at 8.5 µM. recombinant procaspase-7, Ac-DEVD-pNA absorbance 405 nm; D23A/D198A/D206A triple mutant, cannot self-cleave; scale: DMSO 0, 5 µM enzyme 100. Caspase-7 (Homo sapiens), P55210. actives 0.093% (n = 330,000);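 active = percent activation above the screen-wide mean plus 3 SD, cut at about 25% in these data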
# Target sequence (P55210 whole entry D23A/D198A/D206A): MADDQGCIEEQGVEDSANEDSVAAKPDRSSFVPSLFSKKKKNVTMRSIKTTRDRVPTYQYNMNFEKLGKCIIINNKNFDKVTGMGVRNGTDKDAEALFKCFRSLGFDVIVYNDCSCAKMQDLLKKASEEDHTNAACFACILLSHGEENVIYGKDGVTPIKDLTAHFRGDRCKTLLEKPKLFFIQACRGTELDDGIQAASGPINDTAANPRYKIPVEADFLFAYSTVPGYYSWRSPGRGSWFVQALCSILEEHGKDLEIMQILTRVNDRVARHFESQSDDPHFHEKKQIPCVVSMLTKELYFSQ
#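 Detection: p-Nitroaniline absorbance at 405 nm, read at 0 and 120 min; system: Uncleavable procaspase-7 mutant enzyme; evaluation: % activation from two-timepoint absorbance difference, scaled to controls; times: 1 h enzyme–compound preincubation and 2 h substrate reaction, both 25 °C; buffer or medium: Zinc-free HEPES pH 7.4 with 300 mM NaCl, 0.01% Triton X-100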
# GASC-1 inh = inhibitors of GASC-1 histone demethylase, primary screen, biochemical, fluorescence, DELFIA europium; Lysine-specific demethylase 4C (Homo sapiens), Q9H3R0; GST-JMJD2C(1-420) H3K9me3 demethylation; inhibition, % at 2.35 µM; actives 0.069% (n = 330,000);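 active = more than half of a compound's replicate wells show inhibition beyond 50%, single wells judged on their own value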;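 note: signal counts dimethyl H3K9 product captured on neutravidin plate; 0% = median of DMSO wells and 100% = 0.3 times that DMSO median; strong numbers were not always called active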
# Target sequence (Q9H3R0 1-420 limits assumed): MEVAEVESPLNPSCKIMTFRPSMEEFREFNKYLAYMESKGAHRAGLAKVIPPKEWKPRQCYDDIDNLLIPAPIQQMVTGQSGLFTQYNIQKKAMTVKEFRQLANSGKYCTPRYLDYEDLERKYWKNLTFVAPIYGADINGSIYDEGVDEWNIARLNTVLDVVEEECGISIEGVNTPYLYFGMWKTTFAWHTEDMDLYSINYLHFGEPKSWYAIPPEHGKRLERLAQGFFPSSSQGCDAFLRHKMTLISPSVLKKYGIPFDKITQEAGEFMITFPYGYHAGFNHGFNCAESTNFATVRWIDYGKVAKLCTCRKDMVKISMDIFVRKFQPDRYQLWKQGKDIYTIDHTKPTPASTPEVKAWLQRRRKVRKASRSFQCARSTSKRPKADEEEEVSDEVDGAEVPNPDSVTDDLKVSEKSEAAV
# AHR activator = AHR activators, primary screen, cell-based, luminescence, luciferase reporter, human | Aryl hydrocarbon receptor (Homo sapiens), P35869 | AHR-responsive luciferase reporter cells | activation, % at 5 µM | actives 2.5% (n = 320,000) | AID 2796, 2010; in the data active = activation above about 47%;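 note: 0% = vehicle wells and 100% = reference agonist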
# Active calls of the source: *; i = inactive; · = no result given.
SMILES,MEP2-GFP yeast,LAP4-GFP MLPCN,RPL19A TOR yeast,procasp3 activ,Yeast superoxide,proCasp7 act,GASC-1 inh,AHR activator
CC(=O)c1ccc(-n2c(CCC(=O)O)ccc2-c2ccc(Br)cc2)cc1,95,·,90,6,89,-1,-2,1
O=[N+]([O-])c1cc(S(=O)(=O)N2CCCC2)ccc1OCc1ccccc1,100,95,103,9,85,0,-12,2
Brc1ccc(-c2n(-c3ccccn3)c3ccccc3[n+]2-c2ccccn2)cc1,100,98,96,-5,79,4,6,0
NC(=S)N1OC[C@@H]2COc3ccc4ccccc4c3[C@@H]21,97,99,101,2,100,1,-1,25
COc1ccc(CCNC(=O)C2CCN(Cc3nc(-c4ccccc4F)oc3C)CC2)cc1OC,100,103,100,2,97,2,1,4
Cc1ccc(NC(=O)c2ccccc2Cl)cc1-n1cnnn1,104,90,105,8,109,8,-38,12
Cc1ccc(S(=O)(=O)N(C)C)cc1NC(=O)COC(=O)CCC1CCCC1,97,102,99,1,114,-2,4,2
O=C(Nc1ccc(-c2ccccc2)cc1)c1ccccc1,108,94,103,-9,96,1,-10,0
O=C(O)c1cccc(N=NN2CCCCCC2)c1,100,87,92,-7,100,-7,-1,2
Brc1ccc(-n2cc(-c3ccccc3)c3c(NN4CCOCC4)ncnc32)cc1,98,92,93,-4,107,-5,-5,21
O=C(NNC(=S)NCc1ccccc1)c1cccnc1,101,82,107,-1,107,-5,-5,0
COc1ccc(C(C(=O)OC(C)CN(C)C)c2ccccc2)cc1 (stereo unspecified),112,114,97,-5,103,-5,3,1
Cc1ccc2[nH]c3nc(SCCN4CCOCC4)nnc3c2c1,102,100,98,4,103,-3,-3,20
CC(C)NCC(O)COc1ccc(Br)cc1 (stereo unspecified),101,89,107,0,95,7,-15,0
O=C(O)c1cc(Cl)ccc1NC(=O)C1CCCO1 (stereo unspecified),100,102,101,15,102,11,-14,-1

# Sorted by molecular weight (smallest number first): some entries from above
SMILES,MEP2-GFP yeast,LAP4-GFP MLPCN,RPL19A TOR yeast,procasp3 activ,Yeast superoxide,proCasp7 act,GASC-1 inh,AHR activator
NC(=S)N1OC[C@@H]2COc3ccc4ccccc4c3[C@@H]21,97,99,101,2,100,1,-1,25
CC(C)NCC(O)COc1ccc(Br)cc1 (stereo unspecified),101,89,107,0,95,7,-15,0
COc1ccc(C(C(=O)OC(C)CN(C)C)c2ccccc2)cc1 (stereo unspecified),112,114,97,-5,103,-5,3,1
Cc1ccc2[nH]c3nc(SCCN4CCOCC4)nnc3c2c1,102,100,98,4,103,-3,-3,20
Brc1ccc(-n2cc(-c3ccccc3)c3c(NN4CCOCC4)ncnc32)cc1,98,92,93,-4,107,-5,-5,21

# Further entries.
SMILES,MEP2-GFP yeast,LAP4-GFP MLPCN,RPL19A TOR yeast,procasp3 activ,Yeast superoxide,proCasp7 act,GASC-1 inh,AHR activator
Cc1cc(NC(=O)CN2C(=O)NC(C)(c3ccccc3)C2=O)no1 (stereo unspecified),101,99,99,-3,93,-13,-1,-3
Cc1cc(C)cc(NC(=O)CSc2nc3c(c(=O)n2C)SC(C)C3)c1 (stereo unspecified),97,107,101,4,101,3,-15,4
O=C(CSc1ccc2ccccc2n1)N1CCC(c2noc3ccc(F)cc23)CC1,91,99,94,3,90,-7,0,7
COC(=O)COc1ccc(S(=O)(=O)NCCC2=CCCCC2)cc1Cl,95,97,·,5,96,-7,1,0
Cc1csc2nnc(N)n12,99,87,101,7,98,4,33,-3
COc1cc2c(cc1OC)C(C(=O)Nc1cc(C)c(OC)c(C)c1)CC(=O)N2 (stereo unspecified),108,102,108,·,106,·,-10,·
CC(C)=CC1C(C(=O)Nc2ccc(S(=O)(=O)N3CCOCC3)cc2)C1(C)C (stereo unspecified),93,90,98,-3,102,2,-12,-1
Cc1ccc(C(=O)NCCCN2CCOCC2)o1,100,94,100,-1,94,6,i,-3
COc1ccc(N(CC(=O)NC2CCCCC2)S(=O)(=O)c2c(C)[nH]c(=O)[nH]c2=O)cc1,94,101,98,0,102,6,-8,0
Cc1occc1-c1nnc(SCC(=O)NCCc2ccccc2)n1C(C)c1ccccc1 (stereo unspecified),107,100,104,-5,83,-14,1,5
COc1cc(-c2cc(C(=O)Nc3ccc(S(=O)(=O)Nc4ncccn4)cc3)c3ccccc3n2)cc(OC)c1OC,99,103,96,5,103,-5,27,2
Cc1ccc(Oc2ccc3c(c2)C(=O)N(c2cccc4cccnc24)C3=O)cc1,104,80,103,-7,96,11,2,2
O=C(Nc1ccccc1C(F)(F)F)N1CCN(c2ccccn2)CC1,113,100,106,1,107,12,2,-1
O=C(O)c1cnn2c(-c3ccc(F)cc3)ccnc12,100,100,103,1,97,-3,4,-1
Cc1ncc(CN2CCN(Cc3ccccc3)C(CCO)C2)s1 (stereo unspecified),101,103,111,-5,89,-2,11,4
O=C(NCC(c1ccco1)N1CCCC1)c1ccc(Cl)cc1 (stereo unspecified),114,99,95,1,124,-7,-6,0
O=C1N(Cc2cccc(Cl)c2)C[C@@H]2C[C@@H](c3ccccn3)N3CCC[C@@]123,101,92,97,-2,107,11,-14,3
CC(/C=C/c1ccccc1)=N\NC(=O)Cn1cncn1,99,127,98,3,102,-2,-10,6
CCOc1ccc(NC(=O)CC(=O)Nc2ccc(OCC)cc2)cc1,96,89,91,4,104,3,-16,1
CC(C)C(=O)Nc1c2c(nn1-c1ccc(F)cc1)CS(=O)(=O)C2,91,84,93,1,107,3,-2,-2
CCCn1c(NCc2cccc(OC)c2O)nc2ccccc21,100,105,100,3,93,6,-9,21
O=C(NNC(=S)NC(=O)c1ccccc1)c1ccc([N+](=O)[O-])cc1,102,109,99,-6,111,-26,9,3
COc1ccc(OC)c(CN2CCCC(C(=O)N3CCCCC3)C2)c1 (stereo unspecified),102,98,·,-8,107,-3,6,-2
CCOc1ccc(NC(=O)Cn2c(=O)n(CC3CCCO3)c(=O)c3ccccc32)cc1 (stereo unspecified),107,99,100,-3,104,8,-8,3
CCC(C)N1CCN(C(=O)c2cc(OC)cc(OC)c2)CC1 (stereo unspecified),93,84,101,2,108,14,9,-1
Oc1ccc(Cc2ccc(Cl)cc2)c(O)c1,105,100,100,3,105,3,-1,-1
CCc1ccc(NC(=O)Cn2cnc3sc(C)c(S(=O)(=O)N4CCOCC4)c3c2=O)cc1,102,108,101,6,106,5,12,1
O=C(CC1NCCNC1=O)NC1Cc2ccccc2C1 (stereo unspecified),111,120,100,1,98,6,2,-2
Cc1ccsc1/C=N/Nc1ccc(Cl)nn1,102,102,100,0,100,9,7,5
O=C1c2ccccc2C(Nc2ccc(S(=O)(=O)N3CCCCCC3)cc2)N1Cc1ccco1 (stereo unspecified),93,107,94,14,84,-6,1,-1
C/C(=N\n1c(C)nc2ccccc2c1=O)c1ccc(C)o1,109,109,99,-1,103,13,6,-1
CC(=O)c1c(C)oc2ccc(OCc3ccccc3)cc12,106,92,103,·,106,·,1,·
CSc1cccc(NC(=S)N(CCCN2CCCC(C)C2)Cc2cccs2)c1 (stereo unspecified),89,95,94,-9,96,-11,-1,6
CCCCC(=O)NNC(=S)NC(=O)c1cccc([N+](=O)[O-])c1,109,106,97,-12,102,-9,80,3
CC(C)[C@H](NC(=O)N1CC(=O)Nc2ccccc21)C(=O)N[C@@H](Cc1c[nH]c2ccccc12)C(=O)O,94,105,100,8,82,-3,2,11
O=C(c1ccc(Cl)cc1)c1c[nH]c(C(=O)NNc2ccccc2)c1,99,102,95,-12,106,-1,10,37
COc1cc2nc(N(CCCN(C)C)C(=O)c3ccc(S(=O)(=O)N4CCc5ccccc5C4)cc3)sc2cc1OC,106,106,101,2,89,-1,8,-2
Cc1ccccc1C(=O)Nc1cccc(-c2nnc(SCC(=O)O)n2C)c1,105,102,101,2,101,1,13,5
CCN(C(=O)CN1CCN(c2cccc(Cl)c2)CC1)c1c(N)n(Cc2ccccc2)c(=O)[nH]c1=O,133,96,63,1,111,-4,-4,1
COCCN(C(=S)Nc1cc(C)cc(C)c1)C(C)c1cccs1 (stereo unspecified),101,103,97,1,93,-2,3,4
Cc1csc(Nc2ccccc2C(F)(F)F)n1,230*,103,·,-2,64*,7,11,8
CCO[C@H]1OC(C(N)=O)=C[C@@H](C2CC2)[C@@H]1CCCO,83,91,86,7,94,-3,3,1
CCOC(=O)c1c(C)[nH]c(C(=O)N2CCN(CC)CC2)c1C,112,97,106,9,118,-10,4,3
Cc1ccc(CNC(=O)C2CCC(=O)N(Cc3ccccc3F)C2)s1 (stereo unspecified),95,99,99,-9,106,2,14,4
CN(C)c1ccc(C(=O)Nc2nnc(-c3ccc(Cl)cc3)o2)cc1,110,116,99,-2,105,5,-10,15
CN(C)S(=O)(=O)c1ccc(C(=O)Nc2ccc(F)cc2F)cc1,105,99,103,0,104,-9,5,-4
CCOc1ccc(CCNC(=O)C2=C(C)C(=O)OC23CCC(C)CC3)cc1OCC (stereo unspecified),103,100,100,3,85,-9,-4,0
CCN(CC)S(=O)(=O)c1cc(C(=O)OCC(=O)NC(=O)c2cccn2C)ccc1C,90,92,98,-3,103,4,-12,4
COc1ccc(C2OC(=O)Cc3cc(OC)c(OC)cc32)cc1 (stereo unspecified),105,107,96,3,109,4,0,6
COc1cc(/C=C2\SC(=S)N(CCC(=O)Nc3ccc(O)cc3)C2=O)cc(OC)c1OC,101,107,101,-18,110,-17,24,2
O=C(NCCCN1CCOCC1)c1onc(CSc2nc3ccccc3[nH]2)c1C(=O)NCCCN1CCOCC1,95,116,101,0,102,-2,-11,3
Cc1ccc(-c2cc(C(F)F)n3ncc(C(=O)N4CCCc5ccccc54)c3n2)cc1,103,104,102,-11,104,9,7,2
OC1(CNCc2ccccc2)C2CC3CC(C2)CC1C3 (stereo unspecified),103,107,101,3,102,5,-4,0
CC(C)c1ccc(NC(=O)[C@H](Cc2c[nH]c3ccccc23)NC(=O)[C@@H]2Cc3ccccc3CN2)cc1,105,104,95,6,128,3,-48,6
Cn1nnnc1P(=O)(c1ccccc1)c1ccccc1,101,95,98,15,96,-5,-8,1
COC(=O)c1ccc(CN2CCc3ccccc32)cc1,104,97,107,-5,105,-13,-12,4
CC(C)C1N(C(=O)CN2CCCC2)CCN1S(=O)(=O)c1ccccc1 (stereo unspecified),107,110,105,-3,88,9,3,1
COc1cccc(C(NC(C)=O)c2ccc3cccnc3c2O)c1 (stereo unspecified),106,94,96,4,104,-2,-25,-4
O=C(/C=C/c1ccco1)NC(=S)Nc1cccc(-c2nc3ccccc3o2)c1,108,102,108,1,97,-6,4,57*
N#Cc1ccc(S(=O)(=O)N2CCN(c3ncccn3)CC2)cc1,89,113,93,-11,i,5,-1,1

# Bioassay records: PubChem, several laboratories

# Not a hit list. Share with any hit: about 3.8%.
